# Source: PubChem
# NLRP3 yeast inh: blocks the NALP3 inflammasome reconstituted in yeast | Yeast reconstituted NLRP3/ASC/caspase-1, beta-gal luminescence, 24 h | 0.39% of 330,000 active | AID 2825 | inhibition, % at 10 µM;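 active means inhibition of 50% or more; inactive means inhibition below 50%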;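 further: plate controls were induced DMSO wells for no effect and uninduced yeast grown without galactose for full effect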
# hIAP activ: increases human intestinal alkaline phosphatase activity; activation factor at 10 µM; 0.16% of 330,000 active; P09923; purified human IAP, CDP-Star luminescence, 30 min; stronger effect = higher value; 1 = vehicle-only enzyme, 0 = enzyme-free background;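 active means activation factor of the enzyme at least 2-fold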; further: the source names both 10 and 20 µM as test concentration; values of inactives mirror those of a sister screen read the other way
# Target sequence (P09923 whole entry, looked up): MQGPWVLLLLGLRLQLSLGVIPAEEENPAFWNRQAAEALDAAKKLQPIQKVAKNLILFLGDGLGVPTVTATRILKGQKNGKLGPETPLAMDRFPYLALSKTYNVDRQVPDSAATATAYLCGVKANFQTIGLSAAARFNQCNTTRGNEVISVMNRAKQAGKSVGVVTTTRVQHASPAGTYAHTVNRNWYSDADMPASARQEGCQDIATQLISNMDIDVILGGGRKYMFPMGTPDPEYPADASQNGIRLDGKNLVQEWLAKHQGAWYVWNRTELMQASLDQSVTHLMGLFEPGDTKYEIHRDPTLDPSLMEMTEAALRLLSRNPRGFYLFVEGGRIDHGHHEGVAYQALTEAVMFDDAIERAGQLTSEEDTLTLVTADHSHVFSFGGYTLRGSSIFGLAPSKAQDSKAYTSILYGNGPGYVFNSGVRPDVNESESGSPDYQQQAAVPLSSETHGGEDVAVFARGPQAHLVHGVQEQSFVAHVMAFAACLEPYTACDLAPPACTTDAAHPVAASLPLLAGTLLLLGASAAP
# mIAP inh: mouse IAP inhibition; purified mouse IAP, CDP-Star luminescence, 30 min; inhibition, % at 10 µM; 0.2% of 330,000 active;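 active means inhibition of at least 40% at 10 µM in the primary screen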;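 further: plate controls were DMSO with enzyme for no effect and no enzyme wells for full effect; values of inactives mirror those of a sister screen read the other way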
# beta cell repl: MIN6 beta-cell proliferation induction. MIN6 cells proliferation, ATPlite luminescence, 48 h; cells starved in 0.2% serum; 100% = growth in 10% serum. proliferation, % at 10 µM. 0.29% of 330,000 active. AID 2380;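 active means compounds whose signal lies at least 3.5 SD above the mean of all wells on their plate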;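 further: 0% = DMSO-treated cells in low-serum medium and 100% = 10% serum control; some compounds called inactive have numbers as strong as hits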
# SENP1 inh: blocks the human SENP1 SUMO protease catalytic domain; AID 624204; inhibition, % at 10 µM; 0.21% of 360,000 active; recombinant SENP1 catalytic domain, CyPet-SUMO1-YPet FRET cleavage;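 active means inhibition at least 30% at 10 µM, raw YFP signal under a set limit, fluorescence ratio 0.5 to 1.5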;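 further: 0% = enzyme with DMSO and 100% = no enzyme wells; some results filed as inactive read as strong as hits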
# Target sequence (Q9P0U3 419-644 limits assumed): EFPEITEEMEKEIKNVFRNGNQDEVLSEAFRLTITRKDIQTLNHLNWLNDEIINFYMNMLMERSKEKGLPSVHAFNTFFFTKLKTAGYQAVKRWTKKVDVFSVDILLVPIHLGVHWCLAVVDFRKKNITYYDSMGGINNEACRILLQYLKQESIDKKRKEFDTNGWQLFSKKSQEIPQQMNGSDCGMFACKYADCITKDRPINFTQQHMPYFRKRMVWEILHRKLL
#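 System: Recombinant human SENP1 catalytic domain, His6-tagged | Incubation: Enzyme reaction for 50 min at room temperature, dark | Medium: Tris pH 8 with BME, BSA, NP40 and catalase | Also added: 25 nM SUMO1 FRET substrate | Compound: 10 µM single point, 0.5% DMSO | Measured by: FRET fluorescence in CFP and YFP emission channels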
# APOBEC3G inh: APOBEC3G (human) deaminase inhibition; Q9HC16; recombinant A3G, ssDNA deamination FAM/TAMRA fluorescence; inhibition, % at 20 µM; 0.28% of 330,000 active;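 active means inhibition of at least 40% at 20 µM, with no more than 30% in the related APOBEC3A deaminase screen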;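 further: plate controls were DMSO wells with A3G for no effect and wells lacking A3G enzyme for full effect; some compounds called inactive have numbers as strong as hits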
# hIAP inh: human IAP inhibition; P09923; 0.12% of 330,000 active; inhibition, % at 10 µM; purified IAP, CDP-Star luminescence, 30 min;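 active means inhibition reaching a set limit with compound at 10 µM in the primary screen, cut at about 35% in these data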;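 further: plate controls were DMSO wells with enzyme for no effect and no-enzyme buffer wells for full effect; values of inactives mirror those of a sister screen read the other way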
# A3A deaminase: inhibitors of human APOBEC3A DNA deaminase | 0.41% of 330,000 active | P31941 | inhibition, % at 20 µM | recombinant A3A, FAM/TAMRA ssDNA deamination fluorescence;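 active means at least 40% inhibition at 20 µM here, with at most 30% in a related deaminase screen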;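 further: plate controls were A3A with DMSO for no effect and wells lacking A3A enzyme for full effect; some results filed as inactive read as strong as hits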
# Target sequence (P31941 whole entry, looked up): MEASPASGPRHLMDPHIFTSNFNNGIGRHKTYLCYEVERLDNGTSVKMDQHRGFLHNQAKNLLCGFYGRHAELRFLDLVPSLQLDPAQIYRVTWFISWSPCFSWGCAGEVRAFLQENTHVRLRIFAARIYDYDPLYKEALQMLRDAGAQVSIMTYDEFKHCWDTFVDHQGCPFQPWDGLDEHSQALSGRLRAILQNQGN
# mIAP act: increases mouse intestinal alkaline phosphatase activity | muIAP, CDP-Star luminescence, 30 min; stronger effect = higher value; 1 = vehicle-only enzyme signal, 0 = enzyme-free wells | activation factor at 10 µM | 0.24% of 330,000 active | AID 2805;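 active means activation factor of at least 2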; further: the source names both 10 and 20 µM as test concentration; values of inactives mirror those of a sister screen read the other way
#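 System: mouse IAP enzyme. Reagent: CDP-Star chemiluminescent phosphatase substrate. Benchmarks: DMSO wells, no-enzyme wells. Times: 30 min enzyme-substrate-compound incubation at room temperature. Detection: luminescence from enzymatic CDP-Star hydrolysis. Doses: test compounds delivered from DMSO solution.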
# Starred values were filed as active, the others as inactive.
SMILES,NLRP3 yeast inh,hIAP activ,mIAP inh,beta cell repl,SENP1 inh,APOBEC3G inh,hIAP inh,A3A deaminase,mIAP act
COc1ccc(/C=C/C(=O)c2ccc(OC)cc2OC)cc1,29,0.89,18,-5,-13,-5,12,-3,0.81
O=C(CN1CCN(Cc2ccccc2)CC1)NCC1COc2ccccc2O1 (configuration not stated),16,0.86,5,-1,1,-9,14,-4,0.95
Clc1ccccc1C1=CC(c2ccco2)n2nnnc2N1 (configuration not stated),9,1,-1,1,-2,2,0,8,1
CC1Sc2ccc(S(=O)(=O)CCC(=O)N3CCc4ccccc43)cc2NC1=O (configuration not stated),16,1.3,1,-2,1,-4,-26,-2,0.99
CCOC(=O)c1cccc(NC(=O)CCn2c(=O)oc3ccccc32)c1,19,0.97,5,0,-1,-2,3,-1,0.95
CCOC(=O)c1cnc2c(Cl)cc(Cl)cc2c1NCCCN1CCOCC1,17,1.1,7,1,-80,-8,-12,-9,0.93
Cn1c(=O)[nH]c(=O)c2c1nc(OC(=O)c1ccccc1)n2CC(O)COc1ccccc1 (configuration not stated),-6,0.99,4,-2,3,-2,1,-1,0.96
COc1cccc(NC(=O)NC2(C(F)(F)F)Oc3ccccc3O2)c1,11,1.2,10,-6,1,0,-24,0,0.9
COc1cccc(CN2CCN(C(=O)c3ccco3)CC2)c1,12,1.1,-2,-1,2,-5,-10,-1,1
Nc1nnc(SCC(=O)Nc2nccs2)s1,10,0.92,1,1,0,-7,8,0,0.99
CC(C)c1ccc(NC(=O)CN2C(=O)NC(C)(C3CC3)C2=O)cc1 (configuration not stated),3,0.86,-15,2,0,-10,14,-4,1.2
CSc1nnc(CCNC(=O)OC(C)(C)C)o1,16,0.92,4,-1,2,-10,8,-1,0.96
COc1cccc(-n2nc(C(C)=O)c(=O)[nH]c2=O)c1,14,1,2,-2,1,0,-1,4,0.98
COc1ccc(C2CC(c3ccccc3OC(C)=O)=NN2C(C)=O)cc1 (configuration not stated),23,1.3,-5,1,0,1,-25,2,1
Cc1c(C(=O)N2CCN(Cc3ccc4c(c3)OCO4)CC2)sc2ncnc(N3CCN(c4ccccc4)CC3)c12,20,1,5,-7,1,-7,-4,-5,0.95
CCOc1ccc2nc(SCC(=O)NCc3ccc(OC)c(OC)c3)[nH]c2c1,2,0.99,-11,0,3,-2,1,1,1.1
Cc1ccc(C)c(NS(=O)(=O)c2ccc3c(c2)NC(=O)CO3)c1,11,1,9,2,1,-2,-2,0,0.91
Cc1[nH]c2ccccc2c1CCNC(=O)c1ccc2nccnc2c1,13,1.1,-8,-1,3,-7,-10,-11,1.1
Cc1nnc2sc(-c3cccc(NC(=O)c4cccnc4)c3)nn12,23,0.95,1,4,-1,-2,5,2,0.99
O=C1/C(=C\c2ccc(Br)o2)Cc2ccccc21,-8,0.99,5,0,-48,-7,1,-1,0.95
COc1ccc(CCNC(=O)C2CCCN(S(=O)(=O)N3CCCCCC3)C2)cc1OC (configuration not stated),16,0.97,4,-4,3,-2,3,2,0.96
CC1=NOC(=O)/C1=C/c1ccc(O)c(Cl)c1,-25,0.77,8,1,1,-8,24,6,0.93
Cc1n[nH]c(=O)nc1NCCc1ccccc1,-12,1.1,2,0,0,-6,-6,0,0.98
CCC(C)C(NC(N)=O)C(=O)Nc1ccc(OCc2ccccc2)cc1 (configuration not stated),14,1,-3,-3,4,-6,-5,1,1
CCOc1ccccc1NC(=O)NC1(C(=O)NCC2CCCO2)CCCCC1 (configuration not stated),15,0.89,-6,-1,2,-11,11,-3,1.1
COc1cc(NS(=O)(=O)c2ccc(NC(=O)c3ccc(C)o3)cc2)nc(OC)n1,-8,1.1,-1,-3,2,-3,-5,1,1
CCCCC(=O)Nc1ccc(C(=O)N2CCCC(C(=O)OCC)C2)cc1 (configuration not stated),6,0.86,2,0,0,-5,14,-2,0.98
O=[N+]([O-])c1ccc(/C=[N+](\[O-])CCO)o1,12,1,10,1,-1,-8,0,-3,0.9
COc1cc(C(=O)Nc2cccc(-c3nncn3C)c2)cc(OC)c1OC,-4,1.2,-5,-4,0,-7,-21,-4,1.1
Cc1cc(NS(=O)(=O)c2ccc(NC(=O)COc3ccccc3C(C)(C)C)cc2)no1,-1,1,0,-1,2,-5,-4,1,1

# Molecules shown so far with a furan ring, fused or not (five):
SMILES,NLRP3 yeast inh,hIAP activ,mIAP inh,beta cell repl,SENP1 inh,APOBEC3G inh,hIAP inh,A3A deaminase,mIAP act
Clc1ccccc1C1=CC(c2ccco2)n2nnnc2N1 (configuration not stated),9,1,-1,1,-2,2,0,8,1
COc1cccc(CN2CCN(C(=O)c3ccco3)CC2)c1,12,1.1,-2,-1,2,-5,-10,-1,1
O=C1/C(=C\c2ccc(Br)o2)Cc2ccccc21,-8,0.99,5,0,-48,-7,1,-1,0.95
COc1cc(NS(=O)(=O)c2ccc(NC(=O)c3ccc(C)o3)cc2)nc(OC)n1,-8,1.1,-1,-3,2,-3,-5,1,1
O=[N+]([O-])c1ccc(/C=[N+](\[O-])CCO)o1,12,1,10,1,-1,-8,0,-3,0.9

# Exported with tabs: part of the list above
mol	NLRP3 yeast inh	hIAP activ	mIAP inh	beta cell repl	SENP1 inh	APOBEC3G inh	hIAP inh	A3A deaminase	mIAP act
O=C1/C(=C\c2ccc(Br)o2)Cc2ccccc21	-8	0.99	5	0	-48	-7	1	-1	0.95
COc1ccc(CCNC(=O)C2CCCN(S(=O)(=O)N3CCCCCC3)C2)cc1OC (configuration not stated)	16	0.97	4	-4	3	-2	3	2	0.96
CC1=NOC(=O)/C1=C/c1ccc(O)c(Cl)c1	-25	0.77	8	1	1	-8	24	6	0.93

# New compounds follow
SMILES,NLRP3 yeast inh,hIAP activ,mIAP inh,beta cell repl,SENP1 inh,APOBEC3G inh,hIAP inh,A3A deaminase,mIAP act
C=CCN(C(=O)Nc1ccc(Cl)cc1)C1CC(=O)N(c2ccc(OC)cc2)C1=O (configuration not stated),17,0.94,2,0,0,-4,6,-2,0.98
CSC1=C(C#N)C(C)C2=C(CC(C)(C)CC2=O)N1 (configuration not stated),18,1.2,1,-3,-7,-6,-20,-2,0.99
Cc1nnc(N2CCC(C(=O)NC3CCC(C)CC3)CC2)c2nn(-c3ccc(Cl)cc3)c(C)c12 (configuration not stated),6,1.1,-4,-3,-3,-4,-12,0,1
Cc1ccccc1CC(=O)OCC(=O)Nc1ccc(C)c(S(=O)(=O)N2CCCCC2)c1,17,0.99,-23,-3,3,-11,1,-6,1.2
COC(=O)CC1(C(=O)OC)Oc2ccccc2C(=O)N1c1ccc(F)cc1F (configuration not stated),8,1.3,5,0,0,-6,-26,-1,0.95
Cc1ccn2cc(CNS(=O)(=O)c3cccs3)nc2c1,0,1.1,5,-3,-59,12,-14,-2,0.95
COc1ccc(NC(=O)CCCn2nc(C)c3c(C)n(-c4ccccc4)nc3c2=O)cc1,9,1.1,2,-2,3,-5,-6,-3,0.98
COc1ccc(NC(=O)CSc2nnnn2-c2ccc(OC)cc2)cc1,10,0.95,-13,0,4,-1,5,-1,1.1
O=c1nc(Nc2ccccc2)oc2ccccc12,13,1.1,6,-1,0,-2,-10,-2,0.94
CCN(CC)CCC(=O)N1c2ccccc2Sc2ccc(NC(=O)OC)cc21,23,0.9,-3,-1,0,11,10,-6,1
CCn1c(SCC(=O)N2CCc3ccccc32)nc2c(c1=O)SC(C)C2 (configuration not stated),16,0.95,3,1,-2,0,5,-2,0.97
Cc1nc(-c2ccccn2)nc(SCC(=O)N2CCOCC2)c1Cl,4,0.94,-9,-2,1,8,6,-1,1.1
O=C(OCCCc1cc2ccccc2c(=O)o1)c1ccco1,6,0.99,-10,4,1,-1,0,0,1.1
COc1ccc(/C=C(/NC(=O)c2ccco2)C(=O)Nc2cccc(C(=O)O)c2)cc1,23,0.98,0,-2,1,-8,2,-3,1
COCCN(C(=O)CCC(=O)Nc1cc(C)on1)C(C(=O)NC1CCCC1)c1ccccc1C (configuration not stated),-1,1.1,-12,5,-1,-6,-6,9,1.1
COc1ccc(NC(=O)c2sccc2-n2cccc2)cc1,13,0.88,-3,4,0,-5,12,-2,1
CC1CCC(C(C)C)C(OC(=O)CSc2nc(N)cc(=O)[nH]2)C1 (configuration not stated),6,1.3,0,-1,1,-3,-31,-7,0.99
CC(NCc1cccnc1)c1ccccc1 (configuration not stated),17,0.81,5,5,1,-7,19,-2,0.95
CCN1C(=O)c2cccc3c(S(=O)(=O)Nc4c(C)n(C)n(-c5ccccc5)c4=O)ccc1c23,10,1,-7,-2,-3,-5,-2,-3,1.1
O=C(c1nn2c(C(F)(F)F)cc(-c3ccccc3)nc2c1Cl)N1CCOCC1,29,0.99,0,4,-3,-1,1,-1,1
O=C(NC1CCN(Cc2ccccc2)CC1)c1cccc(S(=O)(=O)Nc2ccc(Br)cc2)c1,8,0.99,4,-7,-15,-5,0,-2,0.96
Cc1ccccc1OCC(=O)NNC=O,3,1.4,-4,-2,3,-3,-41,-6,1
COc1ccc([C@H]2CC(=O)C=C(c3cc4ccccc4c4ccccc34)C2)cc1,13,0.99,3,-5,0,-12,0,-6,0.97
Oc1ccc(Nc2ncnc3scc(-c4ccccc4)c23)cc1,-10,1,-19,1,-4,-2,-5,0,1.2
O=C(N/C(=C\c1ccc(Br)cc1)C(=O)N1CCOCC1)c1ccccc1Cl,12,0.96,4,5,1,-4,4,-1,0.96
O=C(CCSc1nc(-c2ccco2)cc(C(F)(F)F)n1)N1CCCc2ccccc21,6,0.99,8,-5,-7,-5,1,-17,0.92
CCN(CC)S(=O)(=O)c1ccc(Cl)c(NC(=O)COc2ccc3c(C)cc(=O)oc3c2)c1,3,0.93,1,0,3,5,7,3,0.99
C=CCNC(=S)NCCCCC1NC(=S)N(CC=C)C1=O (configuration not stated),-8,1,3,0,0,-1,-4,0,0.97
COC(=O)[C@H](CC(C)C)NC(=O)Nc1ccc2c(c1)OCCO2,10,1.1,-9,0,-1,-1,-9,4,1.1
CCN1CCN(c2ccc(S(=O)(=O)N3CCOCC3)cc2NC(=O)c2ccc(Cl)cc2Cl)CC1,27,1,4,-2,-3,4,-2,45*,0.96
O=C(Nc1cc(C(F)(F)F)ccc1-n1cncn1)c1ccc(F)cc1Cl,15,1.2,1,5,2,-2,-21,-4,0.99

# Some of the compounds tested; count on the stated rates, not on these rows.
